Screening results deposited in PubChem by several laboratories.
APP transl inh: APP translation inhibition; SH-SY5Y APP 5'UTR-luciferase reporter, luminescence; inhibition, % at 2 µM; actives 0.82% (n = 190,000); AID 1285;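 active = inhibition above a set limit, derived from the sample mean plus 3 SD, cut at about 45% in these data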; note: values of inactives mirror those of a sister screen read the other way
NF-kB expr up: compounds increasing NF-kB expression in human neuronal cells | fold change at 12.5 µM | AID 1239 | NF-kB reporter expression; stronger effect = higher value | actives 1.6% (n = 190,000); in the data active = fold change above about 3.3
APP 5'UTR act: APP 5'UTR luciferase reporter activation; SH-SY5Y APP 5'UTR luciferase reporter, luminescence; zero percent = DMSO vehicle wells; activation, % at 2 µM; actives 1% (n = 190,000);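 active = activation above a set limit, based on mean plus 3 SD of controls, cut at about 140% in these data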; note: values of inactives mirror those of a sister screen read the other way
STAT1 activator: STAT1 signaling activation | NIH 3T3 STAT1-luciferase reporter, IFN-gamma, luminescence; 100% = IFN-gamma alone, no compound | activation (% of control), % at 5.5 µM | actives 2.6% (n = 200,000);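 active = activation above the screen-wide mean activation plus 3 SD, cut at about 130% in these data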;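 note: raw ratio to IFN-gamma control signal so 100% means no change and 0% no light; values of inactives mirror those of a sister screen read the other way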
ROMK mod: human ROMK K+ channel modulation, primary screen. AID 1918. Tet-inducible ROMK, thallium flux fluorescence; actives lie on both sides. actives 2% (n = 130,000). B-score at 10 µM;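 active = signal ratio slope over the read window, or its plate-corrected B-score, at least 3 SD from the plate mean, either direction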;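 note: B-score of the F/F0 ratio slope over 7 to 12 s after thallium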
Target sequence (P48048 whole entry, looked up): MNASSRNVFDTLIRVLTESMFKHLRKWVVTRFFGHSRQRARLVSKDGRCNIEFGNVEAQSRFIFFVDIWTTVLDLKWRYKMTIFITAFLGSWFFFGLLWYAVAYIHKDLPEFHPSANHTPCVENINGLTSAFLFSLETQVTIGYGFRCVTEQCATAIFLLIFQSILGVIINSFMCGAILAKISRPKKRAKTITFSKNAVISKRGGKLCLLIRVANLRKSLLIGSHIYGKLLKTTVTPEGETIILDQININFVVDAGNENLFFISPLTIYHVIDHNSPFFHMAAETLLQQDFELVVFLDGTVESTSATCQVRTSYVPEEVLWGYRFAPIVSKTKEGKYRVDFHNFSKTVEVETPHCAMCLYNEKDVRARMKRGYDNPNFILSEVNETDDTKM
FLuc stim CS: affects firefly luciferase, flagging false hits in luciferase stimulation screens. P08659. ATPlite luciferase biochemical, luminescence, 10 min; 0 = ATP-free wells, 1 = DMSO control. activation factor at 10 µM. 200,000 tested, under 10 active;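 active = luciferase activation factor, scaled between plate controls, of at least 2 with compound at 10 µM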
Target sequence (P08659 whole entry, looked up): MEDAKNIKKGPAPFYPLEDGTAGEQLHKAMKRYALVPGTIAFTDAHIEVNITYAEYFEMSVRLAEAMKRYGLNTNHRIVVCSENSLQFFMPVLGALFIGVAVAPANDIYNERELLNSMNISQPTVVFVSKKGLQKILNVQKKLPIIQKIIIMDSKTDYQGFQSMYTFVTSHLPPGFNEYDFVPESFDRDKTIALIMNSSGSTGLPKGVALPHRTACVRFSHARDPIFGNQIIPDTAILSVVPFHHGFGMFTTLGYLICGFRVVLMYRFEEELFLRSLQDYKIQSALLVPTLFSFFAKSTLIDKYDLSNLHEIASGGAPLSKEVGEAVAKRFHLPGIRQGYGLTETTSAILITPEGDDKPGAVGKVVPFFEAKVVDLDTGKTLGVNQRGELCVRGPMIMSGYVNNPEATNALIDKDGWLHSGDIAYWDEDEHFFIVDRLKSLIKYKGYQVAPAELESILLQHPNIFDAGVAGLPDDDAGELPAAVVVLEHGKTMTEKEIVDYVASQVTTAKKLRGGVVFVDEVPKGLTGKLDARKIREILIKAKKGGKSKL
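test system = cell-free luciferase reagent | medium = PBS as buffer for the ATP substrate | dosing = test compounds dosed from 2 mM stocks in 100% DMSO | incubation = 10 min at ambient temperature | detection = luminescence measurement of luciferase light output | benchmarks = low control with PBS replacing ATP, high control enzyme plus ATP without compound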
STAT3 inh: inhibitors of IL-6 induced STAT3 signaling. U3A cells, IL-6 STAT3-luciferase reporter, luminescence; host cell line lacks STAT1. inhibition, % at 5.5 µM. actives 0.89% (n = 190,000). AID 862;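 active = inhibition above the mean inhibition across all screened compounds plus 3 SD, cut at about 44% in these data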;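 note: 0% = DMSO only wells and 100% = 100 µM nifuroxazide control wells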
STAT3 activator: STAT3 signaling activation | actives 0.91% (n = 190,000) | activation (% of control), % at 5.6 µM | U3A cells, IL-6 STAT3-luciferase reporter, luminescence; 100% = signal with IL-6 EC80 alone | AID 871;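 active = activation above the screen-wide mean of compound activation plus 3 SD, cut at about 130% in these data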;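 note: 0% = background luminescence of wells with medium and substrate only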
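Test system: human U3A cells carrying STAT3-luciferase construct; control set: IL-6-only wells as 100% reference; timing: compound pre-incubation 1 h before IL-6, then 6 h stimulation at 37 °C; also added: IL-6 stimulus at 33 ng/mL final; evaluation: % activation versus median of IL-6-stimulated wells; detection: reporter luminescence signal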
FLuc inh counter: counter-screen for luciferase assay inhibitors: firefly luciferase inhibition | P08659 | ATPLite firefly luciferase biochemical luminescence, 10 min | inhibition, % at 10 µM | actives 1.5% (n = 200,000) | AID 1006;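 active = inhibition above about 50% when tested at 10 µM, limit read from the data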
STAT1 inh: inhibitors of IFN-gamma induced STAT1 signaling | NIH 3T3 STAT1-luciferase reporter, luminescence | inhibition, % at 5.5 µM | actives 0.35% (n = 200,000) | AID 920;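 active = inhibition above a set limit, the mean inhibition across all tested compounds plus 3 SD, cut at about 34% in these data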;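 note: 0% = IFN-gamma with DMSO and 100% = IFN-gamma with 300 µM nifuroxazide; values of inactives mirror those of a sister screen read the other way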
Starred values were filed as active, the others as inactive; · = no result given.

Start of the listing, in advance, 2 compounds:
mol,FLuc stim CS,STAT1 inh,STAT1 activator,APP 5'UTR act,ROMK mod,APP transl inh,STAT3 inh,NF-kB expr up,FLuc inh counter,STAT3 activator
CSc1nc2ccc(NC(=O)c3c(F)cccc3F)cc2s1,0.9,-51,145*,74,1.4,-74,27,1,12,83
Cc1ccc(C2CC(c3ccccc3)=NN2C(=O)CSc2nnc(-c3ccc(Cl)cc3)o2)o1 (configuration not stated),1.1,-1,101,-15,0.4,15,14,1.1,-9,93

The listing (from the top)
mol,FLuc stim CS,STAT1 inh,STAT1 activator,APP 5'UTR act,ROMK mod,APP transl inh,STAT3 inh,NF-kB expr up,FLuc inh counter,STAT3 activator
CSc1nc2ccc(NC(=O)c3c(F)cccc3F)cc2s1,0.9,-51,145*,74,1.4,-74,27,1,12,83
Cc1ccc(C2CC(c3ccccc3)=NN2C(=O)CSc2nnc(-c3ccc(Cl)cc3)o2)o1 (configuration not stated),1.1,-1,101,-15,0.4,15,14,1.1,-9,93
COc1ccc(N=C2C(=Nc3ccc(OC)cc3)N(c3ccc(OC)cc3)C(=S)N2C)cc1,1,-8,107,-16,-1,16,-8,0.76,0,110
O=c1nc2s/c(=C\c3ccc(-c4ccccc4[N+](=O)[O-])o3)c(=O)n2nc1-c1ccccc1,1,13,88,-9,-0.67,9,-13,0.99,2,112
C/C(=N/NS(=O)(=O)c1ccc(Br)cc1)c1ccc(C)o1,1,7,94,6,·,-6,2,0.95,0,101
S=C(NCCc1cnc[nH]1)NC1CCCC1,1.1,-4,102,0,0.094,0,0,1.1,-7,104
Cc1c(NC(=O)C2CCCN2C(=O)c2cccs2)c(=O)n(-c2ccccc2)n1C (configuration not stated),·,-4,103,18,0.37,-18,6,1.3,·,98
CC(=O)N(Cc1cccnc1)Cc1cc2ccc(C)cc2[nH]c1=O,1,7,93,-10,·,10,-3,0.89,-4,105
Cc1cc(C)n(-c2ccc(Cl)c(C(=O)Nc3ccc(-c4nnc5n4CCCCC5)cc3)n2)n1,1.1,3,97,85,-0.38,-49,5,0.55,-5,101
COc1ccc(CCNC(=O)CO/N=C/c2cc3c(cc2Br)OCO3)cc1OC,1,5,94,1,0.43,-1,5,1.1,-2,97
COc1ccc(CCNc2oc(COc3ccc(F)cc3)nc2C#N)cc1,1.1,0,100,-9,·,9,0,1,-6,101
O=C(CSc1nnc(-c2ccccc2)o1)Nc1ccccc1F,1,-20,118,108,·,-108,45*,2.1,-1,68
CCOC(=O)C1CCN(S(=O)(=O)C(F)(F)c2nc3ccccc3s2)CC1,1,6,95,-7,-0.57,7,4,1.1,0,101
CCOCCCNC(=O)Cc1ccc(OC)c(OC)c1,1.1,8,93,11,·,-11,8,0.92,-9,92
COc1ccc(NC(=O)C2CCN(c3cc(-c4ccccc4)nc4ncnn34)CC2)cc1OC,1,42*,61,12,-1.5,-12,30,0.86,-5,76
Cc1ccc2c(c1)nnn2C1CCN(S(=O)(=O)c2ccc(C(=O)N(C)C)cc2)CC1,1,8,93,-8,·,8,4,0.87,-1,98
CCC(=O)NC(=S)Nc1cccc(NC(=O)c2ccccc2C)c1,1,0,97,9,-0.53,-8,8,0.97,5,97
CCc1cc2cc(C)cc(C)c2nc1Cl,1,4,96,5,-0.24,-5,10,1.1,0,95
O=C(NCC1CCCO1)c1cc2ccccc2oc1=O (configuration not stated),1,3,95,-1,0.44,1,3,1.1,1,99
CSCCC(NC(=O)COc1ccccc1)C(=O)OCC(=O)c1cc2ccccc2o1 (configuration not stated),0.9,11,90,-3,-0.33,3,-19,1.3,8,116
O=c1cc(-c2ccccc2F)nc(-c2ccccc2F)o1,0.9,8,93,-7,1.1,8,5,0.96,8,98
CCN(CC)S(=O)(=O)c1ccc(/C=C/C(=O)Nc2cccc(F)c2)cc1,1,-2,102,33,·,-33,11,1.2,-4,88
CC(C(=O)N1CCCCC1)N(C)CC(=O)Nc1ccc(Cl)cc1 (configuration not stated),1.1,-5,104,14,-0.26,-14,-2,1,-9,109
Cc1ccc(/C=C2\SC(N3CCN(C(c4ccccc4)c4ccccc4)CC3)=NC2=O)o1,0.9,13,88,4,·,-4,12,1.4,6,92
COc1ccc2c3c(c(=O)oc2c1OCC(=O)O)CCCC3,1,1,99,-15,·,15,12,1.3,-1,91
Cn1c(=O)c2c(ncn2CC(=O)N2CCN(c3ccccc3)CC2)n(C)c1=O,1.1,7,93,6,·,-6,1,1.2,-6,104
CCCCn1c(N)c(N(CCC(C)C)C(=O)CSc2nnc(C)s2)c(=O)[nH]c1=O,1,-1,101,-7,0.4,8,5,0.96,-4,104
O=C(CNCC1CCCO1)Nc1ccccc1N1CCOCC1 (configuration not stated),1.1,2,98,19,·,-19,9,1.2,-7,97
CCOc1ccccc1N(C(=O)CNC(=O)c1ccco1)C(C(=O)NC1CCCC1)c1cccnc1 (configuration not stated),1,3,98,1,0.44,-1,8,0.95,-5,94
C/C=C/c1ccc(OCCCn2cncn2)c(OC)c1,1,-14,113,0,·,0,4,1.2,-2,100
Cn1c(-c2ccc(F)cc2)cnc1NCc1cccc(F)c1,1,-1,101,15,·,-15,13,1.5,1,92
Cc1cc2c(cc1C)[n+](C)cn2CC(O)COCC1CC=CCC1 (configuration not stated),1.1,-3,102,24,-0.0048,-24,-5,1.1,-6,105
NNC(=O)C1CC(O)CN1S(=O)(=O)c1ccc(Cl)cc1 (configuration not stated),1.1,6,95,-8,0.49,8,-5,1.3,-7,104
CCOCN(C(=O)Cn1cnc2ccccc21)c1c(C)cccc1CC,1.1,-4,102,-3,·,3,-4,0.9,-9,106
c1ccc(COc2ccc(OCCCCN3CCCC3)cc2)cc1,0.8,-27,125,111,·,-111,7,2.9,18,99
COCCNC(=O)CSc1nc2cc(OC)c(OC)cc2c(=O)n1Cc1ccc(OC)cc1,1.1,5,96,9,·,-9,-1,0.93,-8,101
Cc1nc2ccccc2n2c(O)c(CC(=O)O)cc12,1.1,8,92,-6,·,6,9,1.2,-9,98
O=C1CC(C(F)(F)C(F)(F)C(F)(F)C(F)(F)F)=Nc2ccccc2N1,1,-4,103,1,·,-1,-4,1.1,-5,104
Cc1cc(C)c[n+](CC(=O)c2ccc(-c3ccccc3)cc2)c1,1.1,20,82,0,-1,0,-8,0.56,-7,104
CC(C)C(O)(C#CCN1CCCCC1)c1ccccc1 (configuration not stated),1.1,1,99,-2,-0.071,2,-12,0.94,-6,107
O=C(O/N=C1\C(=O)N(c2ccccc2)c2ccccc21)C1CC1,1,-5,104,0,1.2,0,3,1.1,2,99
O=C1CC(N2CCN(c3ccccn3)CC2)C(=O)N1c1ccc(Cl)cc1 (configuration not stated),1,9,90,19,0.81,-19,3,1.1,2,100
CCOc1cc(/C=N/n2cnnc2)ccc1OS(=O)(=O)c1ccccc1,1.1,-2,100,-21,-0.29,21,6,1.4,-10,100
CCCCOC(=O)n1c(=O)oc2ccccc21,1,1,100,3,·,-4,19,1.8,0,93
CCn1cc(S(=O)(=O)N2CCN(Cc3ccc(F)cc3)CC2)cn1,1,8,92,7,-23*,-7,2,1.2,-4,105
O=C(N/N=C/c1ccc2c(c1)OCO2)C(=O)Nc1ccc2ccccc2c1,1.1,-4,103,33,-0.015,-32,8,1.1,-6,95
CCOc1ccc2[nH]c(=O)c(CN(Cc3ccccc3)C(=O)N3CCCC3)cc2c1,1,0,100,-9,·,9,-11,1.1,-3,113
CCOc1ccc2[nH]c(=O)c(CN(Cc3cccs3)C(CC)c3nnnn3C(C)(C)CC)cc2c1 (configuration not stated),1,-6,104,23,-2.1,-23,4,0.82,-5,100
CN(C)CCCCCN(C)Cc1cc2ccccc2o1,1.1,8,92,26,-0.9,-26,6,0.98,-7,106
CCOc1ccccc1-n1nnnc1SCC(=O)OC,1,8,94,15,1.6,-15,-3,0.98,-3,107

(more compounds)
mol,FLuc stim CS,STAT1 inh,STAT1 activator,APP 5'UTR act,ROMK mod,APP transl inh,STAT3 inh,NF-kB expr up,FLuc inh counter,STAT3 activator
NC1=NC(=O)/C(=C/c2cn(CCC(=O)O)nc2-c2ccc(Cl)cc2)S1,1,5,96,15,·,-15,18,1,-2,87
O=S1(=O)N=C(N2CCc3ccccc3C2)c2ccccc21,1,0,100,9,·,-9,3,1.6,1,101
CC(=O)Nc1cc2c(cc1Br)OCCO2,1.1,0,100,-11,0.094,11,5,1.1,-8,99
O=C(Nc1nc2ccccc2s1)C1CC(=O)N(c2ccc(Br)cc2)C1 (configuration not stated),1.1,3,97,-8,-0.22,8,9,1.2,-5,98
Cc1cc(C)nc(N2CCC(C(=O)Nc3ccc4c(c3)OCO4)CC2)n1,1.1,9,92,-7,·,7,18,0.86,-5,89
COc1ccc(-c2cc(=O)oc3c(C)c(OC(=O)c4cccs4)ccc23)cc1,1.1,-3,103,·,-0.35,·,1,0.91,-7,100
CCCc1nc2ccccc2c(C(=O)OC2CCOC2=O)c1CC (configuration not stated),1,2,98,-1,·,1,-9,1.2,-1,111
CCN(C(=O)COc1ncnc2ccc(Br)cc12)C1CCS(=O)(=O)C1 (configuration not stated),1.1,-2,102,-4,·,4,4,2.3,-6,99
COc1ccc(CCNC(=O)C2CCC(=O)N2CCc2ccccc2)cc1OC (configuration not stated),1,-3,102,24,0.78,-24,5,0.96,-2,97
Cc1ccc(C(=O)O)cc1N1CCCC1=O,1,4,94,-4,·,4,9,1.2,-3,98
O=C(c1ccc(S(=O)(=O)c2ccc(F)cc2)c([N+](=O)[O-])c1)N1CCCCCC1,1,18,84,-10,-1.8,10,29,0.97,-3,74
COc1ccc(-c2csc(NC(=O)/C(N=Nc3ccccc3)=C(\C)O)n2)cc1,1,-10,110,3,0.0093,-3,-6,2.1,-1,107
Cc1scc(C(=O)NNC(=S)NCC(C)C)c1C,1,3,97,12,·,-12,6,1.3,-1,98
O=C(O)CCC(=O)Nc1ccc(Br)c(Cl)c1,1.1,-1,101,-2,·,2,4,1,-6,99
COc1ccc(OC)c(S(=O)(=O)N2CCC(C(=O)NCCC3=CCCCC3)CC2)c1,1.1,-3,104,-4,·,4,1,0.89,-9,105
CCOC(=O)C1(CCOc2ccccc2)CCN(Cc2ccc(CO)o2)CC1,1,4,95,1,0.91,-1,0,1.1,-4,105
Cc1cc(C)c2c(=O)cc(C(F)F)oc2c1,1.1,0,97,5,-0.51,-5,6,0.85,-8,96
Cn1nc(-c2ccccc2)c(C(=O)NC(C(=O)O)c2ccccc2)c1Cl (configuration not stated),1,2,98,13,-0.058,-13,20,0.96,-2,92
COCCCNC(=S)N(Cc1ccccc1)Cc1ccc(F)cc1,1.1,9,90,-15,1.2,15,10,1.2,-8,97
Cc1ccc(C)c(N2CCN(c3nnnn3-c3ccccc3)CC2)c1,1.1,-5,105,0,-2.1,0,10,0.79,-7,97
Cc1ccc(S(=O)(=O)NC(C)C(=O)NC2CCCCCC2)cc1 (configuration not stated),1.1,9,87,-12,0.0046,12,9,1.1,-8,95
